DTT redox prof: compounds producing H2O2 with reducing agent – biochemical, NIH compound library profiling, artefact control for MLSCN library redox annotation, primary screen; DTT-dependent redox cycling H2O2, phenol red/HRP absorbance; 100% = 100 µM peroxide control, 0% = buffer; activation, % at 10 µM; 0.03% of 200,000 active;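 active = activation of at least 50% relative to the plate's high and low controls in the primary single-dose screen; inactive = activation below 50%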;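 note: compound incubated with DTT at 0.8 mM final as the reducing agent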
APP 5'UTR act: APP 5'UTR luciferase reporter activation. AID 1276. SH-SY5Y APP 5'UTR luciferase reporter, luminescence; zero percent = DMSO vehicle wells. 1% of 190,000 active. activation, % at 2 µM;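 active = activation above a set limit, based on mean plus 3 SD of controls, cut at about 140% in these data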; note: values of inactives mirror those of a sister screen read the other way
NF-kB expr up: NF-kB expression increase, human neuronal cells; NF-kB reporter expression; stronger effect = higher value; 1.6% of 190,000 active; fold change at 12.5 µM; AID 1239; in the data active = fold change above about 3.3
Efa HMGR inh: blocks class II HMG-CoA reductase of Enterococcus faecalis. purified E. faecalis HMGR, NADPH absorbance 340 nm kinetic. inhibition, % at 10 µM. 0.41% of 190,000 active;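 active = inhibition above a set limit, the median over all tested compounds plus 3 SD, cut at about 9.5% in these data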;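 note: enzyme runs in reverse so mevalonate oxidation gives rising NADPH absorbance; 0% = complete reaction with DMSO and 100% = background rate lacking mevalonate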
FLuc stim CS: firefly luciferase counter-screen for stimulation assays | P08659 | ATPlite luciferase biochemical, luminescence, 10 min; 0 = ATP-free wells, 1 = DMSO control | 200,000 tested, under 10 active | activation factor at 10 µM;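 active = luciferase activation factor, scaled between plate controls, of at least 2 with compound at 10 µM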
Target sequence (P08659 whole entry, looked up): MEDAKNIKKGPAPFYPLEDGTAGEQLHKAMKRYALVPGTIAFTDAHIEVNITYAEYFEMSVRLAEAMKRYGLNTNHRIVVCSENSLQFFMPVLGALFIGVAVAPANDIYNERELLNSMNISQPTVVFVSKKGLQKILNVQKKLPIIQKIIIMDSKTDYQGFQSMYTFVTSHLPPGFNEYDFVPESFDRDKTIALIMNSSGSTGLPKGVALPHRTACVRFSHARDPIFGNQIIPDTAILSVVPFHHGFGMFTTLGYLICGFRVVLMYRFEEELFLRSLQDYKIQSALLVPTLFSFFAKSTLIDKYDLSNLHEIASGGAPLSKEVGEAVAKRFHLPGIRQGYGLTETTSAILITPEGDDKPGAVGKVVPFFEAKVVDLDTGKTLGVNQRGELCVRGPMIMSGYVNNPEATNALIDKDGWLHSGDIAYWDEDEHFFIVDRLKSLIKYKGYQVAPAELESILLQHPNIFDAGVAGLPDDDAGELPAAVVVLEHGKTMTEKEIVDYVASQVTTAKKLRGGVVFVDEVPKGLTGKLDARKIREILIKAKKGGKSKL
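test system = cell-free luciferase reagent | medium = PBS as buffer for the ATP substrate | dosing = test compounds dosed from 2 mM stocks in 100% DMSO | incubation = 10 min at ambient temperature | detection = luminescence measurement of luciferase light output | benchmarks = low control with PBS replacing ATP, high control enzyme plus ATP without compound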
Hsp70 act: transcriptional activators of Hsp70. HeLa Hsp70 promoter luciferase reporter, luminescence; scaled: vehicle 0, proteasome-inhibitor control 100%. activation, % at 10 µM. 0.04% of 200,000 active;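 active = activation above the mean across all tested compounds plus 3 SD, cutoff set per campaign, cut at about 5.5% in these data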;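 note: 100% = MG132 at 30 µM as the positive control and 0% = DMSO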
G6PDH CS: L. mesenteroides G6PDH inhibition counter-screen; inhibition, % at 5 µM; AID 1020; Purified L. mesenteroides G6PDH, diaphorase/resazurin coupled fluorescence, 45 min; 0.12% of 200,000 active; in the data active = inhibition above about 50%
APP 5UTR inh: APP translation inhibition. SH-SY5Y APP 5'UTR-luciferase reporter, luminescence. inhibition, % at 2 µM. 0.82% of 190,000 active;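 active = inhibition above a set limit, derived from the sample mean plus 3 SD, cut at about 45% in these data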; note: values of inactives mirror those of a sister screen read the other way
STAT1 activator: increases IFN-gamma driven STAT1 reporter signal | NIH 3T3 STAT1-luciferase reporter, luminescence; 100% = IFN-gamma alone, no compound | activation (% of control), % at 5.5 µM | 2.6% of 200,000 active | AID 932;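 active = activation above the screen-wide mean activation plus 3 SD, cut at about 130% in these data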;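 note: raw ratio to IFN-gamma control signal so 100% means no change and 0% no light; values of inactives mirror those of a sister screen read the other way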
FLuc inhib CS: inhibits firefly luciferase, flagging false hits in luciferase inhibition screens; P08659; 1.5% of 200,000 active; ATPLite firefly luciferase biochemical luminescence, 10 min; inhibition, % at 10 µM; AID 1006;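 active = inhibition above about 50% when tested at 10 µM, limit read from the data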
Numbers without * were called inactive; / = no result given.

structure	DTT redox prof	APP 5'UTR act	NF-kB expr up	Efa HMGR inh	FLuc stim CS	Hsp70 act	G6PDH CS	APP 5UTR inh	STAT1 activator	FLuc inhib CS
CCCc1ccc(C(=O)NNC(=O)c2ccc(Cl)cc2)cc1	0.9	-5	1.3	-4	1.1	-0.3	1	5	100	-9
CCCCCCSc1nnc2[nH]c(=O)cc(N)n12	-0.4	-6	1.2	-2	1	-0.3	1	6	98	-2
O=Nc1c(O)[nH]c2ccc(Cl)cc12	-1.2	0	0.78	-5	1	-0.2	-1	0	96	-3
CNC(=S)NNC(=O)c1ccc(=O)n(Cc2cccc(C(F)(F)F)c2)c1	-1.4	1	1.5	-2	1.1	0.4	5	-1	95	-5
C=CCn1c(Cc2c(C)[nH]c3ccccc23)nnc1SCC(=O)NCc1ccc(F)cc1	0.2	-3	1.7	-5	1	0.1	0	3	101	-1
CCC(=O)Nc1ccccc1Sc1ncnc2scc(-c3ccccc3)c12	0.6	28	1	1	1.1	-0.4	8	-28	105	-6
COC(=O)c1ccc(COc2ccccc2/C=C(\C#N)C(=O)Nc2c(C)cccc2C)cc1	-0.7	-21	1.3	-2	1	-0.3	-7	21	102	-3
COc1ccc(N2CCN(Cc3nc4c(c(=O)n(C)c(=O)n4C)n3CC(C)=O)CC2)cc1	1.6	3	0.85	-1	1.2	-0.5	4	-3	95	-16
Cn1c(SCC(=O)Nc2ccc(Br)cc2F)nnc1-c1ccco1	0.7	-1	1.1	/	1.1	0.0	5	1	103	-9
COc1cc(OC)c(S(=O)(=O)Nc2ccc(C)cn2)cc1NC(C)=O	0.2	12	1.1	0	1	-0.4	-7	-12	103	-4
C/C(=N\NC(=O)c1ccco1)c1ccc(NC(=O)c2cccs2)cc1	-0.3	58	1.1	-5	1	0.1	-9	-58	154*	3
CCOC(=O)c1nnn(-c2nn3nnnc3c3ccccc23)c1C	3.2	1	1.2	-5	1	0.2	12	-1	82	0
COc1ccc(Cl)cc1NC(=O)NC(C)c1ccncc1 (configuration not stated)	-0.2	-14	0.86	-1	1	0.0	-4	14	101	-4
COc1cc(NC(=S)N2CCCC(C)C2)c(OC)cc1Cl (configuration not stated)	-0.1	-16	1.3	-3	1	0.1	6	16	122	5
COC(=O)c1cccc(NC(=O)c2cccc(OC)c2)c1	3.8	83	1.7	-4	0.7	0.9	5	-83	131*	34
Cc1cc(NC(=O)CSc2ccc3nnc(-c4ccccn4)n3n2)no1	0.0	-11	1.1	-4	1	-0.3	-11	11	103	1
CCOc1ccccc1NC(=O)CSc1nnc(-c2ccco2)o1	2.5	-11	1.2	3	1.1	0.1	-2	11	105	-6
Cn1c(SCC(=O)N2CCN(S(=O)(=O)c3ccccc3)CC2)nc2ccccc21	-2.9	-7	0.79	-7	1	-0.3	5	7	109	1
CCCCOc1ccc(OCCCN2CCOCC2)cc1	-0.7	-11	1.5	3	1	0.3	14	11	97	-1
O=C(NCCCN1CCCC1)c1cccc(N2CCCC2=O)c1	2.2	-13	1.1	-4	1	-0.1	6	13	95	0
CCCn1nc(NS(=O)(=O)c2ccccc2)c2cc3ccccc3nc21	/	/	1.2	-6	1	/	9	/	/	-4
Cc1nnc(SCC(=O)O)o1	-0.5	7	1.2	-4	1.1	-0.1	16	-7	108	-9
Cc1ccc(OCC(=O)N2CCN(C(=O)c3cccnc3)CC2)cc1	0.5	10	1.3	-6	1	1.1	0	-10	101	0
COc1ccccc1CNC(=O)Cn1cnc2ccccc2c1=O	0.0	-4	1.2	-4	1	-0.4	2	4	102	-4
COc1ccc2[nH]c(CN3CCN(CCC(C)C)C(CCO)C3)c(C)c2c1 (configuration not stated)	3.5	-6	1	-2	1.1	0.1	18	6	100	-6
CCOc1ccc(C(=O)c2ccc([N+](=O)[O-])cc2Cl)cc1	-0.1	1	1.3	-9	1.1	-0.3	7	-1	102	-7
COc1ccc(Cc2nnc3c4cnn(C)c4ncn23)cc1	3.0	3	1.1	-3	1	-0.4	3	-3	100	-4
C=CCNC(=S)NNC(=O)c1ccncc1	0.2	9	1.1	0	1	0.0	13	-9	100	-3
CC(=O)/C(=N/Nc1ccccc1)Sc1nnc(C(O)c2ccccc2)n1-c1ccccc1 (configuration not stated)	0.2	-16	1.2	-3	1.1	-0.3	-9	16	99	-5
O=C1CCCc2c1cc(-c1ccccc1)n2-c1ccc(O)cc1	0.3	6	1.5	-1	1	-0.5	0	-6	98	-5
Cc1cccc(N2CC34C=CC(O3)C(C(=O)O)C4C2=O)c1 (configuration not stated)	-0.1	11	1	-1	1.1	-0.1	6	-12	104	-6
CCN(CC)C(=O)C(C)N(C#N)c1nc(NC(C)C)nc(NC(C)C)n1 (configuration not stated)	2.1	1	1.2	-1	1	-0.4	12	-1	99	-4
CN(c1cccc(NC(=O)CN(c2ccc(C34CC5CC(CC(C5)C3)C4)cc2)S(C)(=O)=O)c1)S(C)(=O)=O	1.4	8	0.84	-5	1.1	-0.1	9	-8	98	-8
Cc1c(C(=O)OCC(=O)Nc2ccccc2OC(F)F)cccc1[N+](=O)[O-]	-0.1	13	1.2	-4	1.1	-0.4	6	-13	97	-8
CC(C)NC(=O)CC1C(=O)NCCN1CC(c1ccccc1)c1ccccc1 (configuration not stated)	-0.6	-1	/	-1	1.1	-0.1	12	1	92	-5
O=C(CO)N/N=C/c1ccc(Cl)cc1	-3.0	-2	1.1	-7	1	-0.6	-1	2	104	-1
Cc1cc(C)c(S(=O)(=O)Nc2ccc(OCC(=O)O)cc2)c(C)c1	-1.4	6	1.3	0	1	-0.2	0	-6	101	1
Nc1ccc(Cc2nc3cc4ccccc4cc3[nH]2)cc1	-7.1	36	1.9	/	1	-0.3	4	-36	112	5
O=C(COc1cccc(Br)c1)N/N=C1\CCSC1	0.4	12	1.1	-2	1	-0.3	4	-12	98	-2
CC/C(C)=N/Nc1nc2c(c(=O)[nH]c(=O)n2C)n1CCc1ccccc1	-1.1	-39	0.97	0	1	-0.4	0	39	100	-2
CCOc1ccccc1NC(=O)CC(O)(C(F)(F)F)C(F)(F)F	0.8	3	1.2	2	1	-0.1	5	-3	98	1
CCCCNC(=S)Nc1cccc2cnccc12	0.8	-6	1	-6	1	-0.3	0	6	90	-3
C=CCOc1c(CNc2ncn[nH]2)cccc1OCC	0.1	12	1.7	-4	1.1	-0.7	2	-12	95	-8
Cc1onc(C(=O)NN)c1C(=O)Nc1ncc(C(F)(F)F)cc1Cl	-0.8	2	1.2	-3	1	0.0	2	-2	97	-4
C=CCc1ccc(OCCCCNC(C)CC)c(OC)c1 (configuration not stated)	-0.5	6	0.94	4	1	0.0	3	-6	102	-2
O=C(OCc1nnc(-c2ccccc2)o1)c1ccc2c(c1)OCCO2	-2.1	-9	1.3	0	1	-0.1	5	9	107	-2
CC[n+]1c(/C=C(\C)OC)sc2ccccc21	-0.5	8	0.97	-1	1	-0.2	13	-8	97	0
COc1ccc(-n2c(SCC(=O)Nc3sc4c(c3C#N)CCCC4)nnc2-c2ccccc2OC)cc1	1.1	/	1.2	0	1.1	-0.3	-3	36	105	-7
O=C1CC(c2ccc(Cl)cc2)n2nc(N3C(=O)CCC3=O)nc2N1 (configuration not stated)	1.4	0	1.2	1	1	0.2	2	0	103	2
CC(C1CC1)N(C(=O)c1ccccc1O)c1ccccc1 (configuration not stated)	-2.5	-3	1.6	-7	1	0.1	2	3	106	1
CC(=O)N1CCc2cc(C(=O)CN3CCC(C)CC3)ccc21	-1.0	/	0.92	-3	1.1	-0.1	0	/	99	-6
N#CC(=C1CCCC1)c1nc(-c2ccccc2O)cs1	-1.2	16	2.6	-9	0.6	0.1	5	-16	103	41
Cc1cccc(NC(=O)CCN2C(=O)C3C4C=CC(C4)C3C2=O)n1 (configuration not stated)	0.1	-1	1.2	1	1.1	-0.5	-16	1	101	-10
O=C1CC(c2ccco2)CC(O)=C1C=NCCN1CCN(C(=O)Nc2ccc(Cl)cc2)CC1 (configuration not stated)	-0.5	-9	1.1	-4	1	-0.2	2	9	101	-2
COCCn1c(C(C)C)nc2oc3ccccc3c(=O)c2c1=O	0.0	2	1.1	-2	1	-0.1	12	-2	97	-3
CN(Cc1nc(-c2cccc(Cl)c2)no1)C1CCOCC1	0.8	50	1.7	-3	1	0.2	6	-50	128	4
CCC(=O)OCn1nnc2ccccc2c1=O	-2.7	9	1.3	-5	1	-0.2	15	-9	97	0
Clc1nc(CN2CCCCC2)nc2sc3c(c12)CCCC3	-2.0	10	3.6*	-3	1.1	-0.1	-4	-10	105	-7
O=C(O)c1cccc(NC(=S)N/N=C/c2cccc(O)c2)c1	0.1	-11	1.5	2	0.7	-0.6	-2	11	59	25
COc1ccccc1NC(=O)CC(=O)CSc1nnc(-c2ccc(C)cc2)n1-c1ccccc1	-0.5	-5	0.93	-2	1	-0.3	-5	5	106	-2

Ordered by count of non-hydrogen atoms (lowest first): three of the compounds above.
structure	DTT redox prof	APP 5'UTR act	NF-kB expr up	Efa HMGR inh	FLuc stim CS	Hsp70 act	G6PDH CS	APP 5UTR inh	STAT1 activator	FLuc inhib CS
CC(C1CC1)N(C(=O)c1ccccc1O)c1ccccc1 (configuration not stated)	-2.5	-3	1.6	-7	1	0.1	2	3	106	1
O=C1CC(c2ccc(Cl)cc2)n2nc(N3C(=O)CCC3=O)nc2N1 (configuration not stated)	1.4	0	1.2	1	1	0.2	2	0	103	2
O=C1CC(c2ccco2)CC(O)=C1C=NCCN1CCN(C(=O)Nc2ccc(Cl)cc2)CC1 (configuration not stated)	-0.5	-9	1.1	-4	1	-0.2	2	9	101	-2

Other compounds follow:
structure	DTT redox prof	APP 5'UTR act	NF-kB expr up	Efa HMGR inh	FLuc stim CS	Hsp70 act	G6PDH CS	APP 5UTR inh	STAT1 activator	FLuc inhib CS
Cc1ccc2[nH]c(=O)c(CN(CCCN(C)C)C(=S)NCCc3ccccc3)cc2c1	0.3	1	0.72	-4	1	-0.4	10	-1	109	-4
FC(F)(F)c1ccccc1CN1CCN(C2CCCCCC2)CC1	-0.3	4	0.99	-4	1	-0.5	12	-4	94	-1
COCCCNc1nc2c([nH]1)c(=O)[nH]c(=O)n2C	0.3	-3	1.1	-1	1	-0.3	2	3	105	-4
COC(=O)c1ccc(C)c(NC(=O)CCc2ccc(OC)c(OC)c2)c1	0.3	15	0.77	1	1	-0.4	5	-15	100	2
Cc1ccc([N+](=O)[O-])cc1NC(=O)CCSc1ccc(Cl)cc1	2.1	-5	0.97	-4	1	-0.2	2	6	97	1
O=C(Nc1ccccc1Cl)N1CCN(Cc2ccc3c(c2)OCO3)CC1	-0.4	16	1.3	-1	1.1	-0.3	0	-16	96	-9
Nn1c(SCC(=O)NC2CCCC2)nnc1-c1ccccc1F	1.6	10	1.1	1	1	0.0	10	-10	101	0
NC(=O)Cn1cnc(-c2ccccc2)c1	-0.4	-12	1.2	-4	1.1	-0.3	13	12	94	-8
CN(Cc1nc(-c2cnccn2)no1)C1CC(C)(C)NC(C)(C)C1	0.1	-16	0.98	18*	1.1	-0.3	21	16	99	-5
O=C(COC(=O)c1ccccc1OCc1ccc(Cl)cc1)NC1CC1	2.5	5	1	-5	1	-0.1	4	-5	104	-1
CC(C)NC(=O)Cn1cc(C(=O)C2CC2)c2ccccc21	0.5	-11	0.96	-6	1.1	-0.1	12	11	108	-7
